TPT1 inhibitor – Candida albicans TPT1 enzyme inhibitors, primary screen, biochemical, fluorescence polarization; tRNA 2'-phosphotransferase TPT1 (Candida albicans SC5314); recombinant caTPT1, FP RNA substrate dephosphorylation; inhibition, % at 5 µM; actives 0.81% (n = 300,000);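 active means inhibition above the mean of all tested compounds plus 3 SD, set per screening campaign, cut at about 24% in these data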;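 further: plate controls were DMSO alone for no effect and ferristatin control at 100 nM for full effect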
procasp7 counter – procaspase-7 activators, primary screen, counter-screen for procaspase-3 activator project, biochemical, absorbance, HTS, human | Caspase-7 (Homo sapiens), P55210 | recombinant procaspase-7, Ac-DEVD-pNA absorbance 405 nm; D23A/D198A/D206A triple mutant, cannot self-cleave; scale: DMSO 0, 5 µM enzyme 100 | activation, % at 8.5 µM | actives 0.093% (n = 330,000);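 active means percent activation above the screen-wide mean plus 3 SD, cut at about 25% in these data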
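Assay system – Uncleavable procaspase-7 mutant enzyme · Quantity – 2 µM procaspase-7 mutant as dispensed · Times – 1 h preincubation, 2 h reaction · Dosing – single nominal 8.5 µM compound dose, 0.8% DMSO final · Buffer or medium – Zinc-free 50 mM HEPES buffer, pH 7.4, with NaCl and Triton X-100 · Detection – Epi-absorbance of released pNA at 405 nm, two timepoints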
PP5 inh – PP5 phosphatase inhibitors, primary screen, biochemical, fluorescence. Serine/threonine-protein phosphatase 5 (Homo sapiens), P53041. purified PP5c, OMFP substrate fluorescence. inhibition, % at 6.7 µM. actives 0.18% (n = 320,000). AID 1987, 2009;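 active means inhibition above the campaign's mean inhibition across all tested compounds plus 3 SD, cut at about 9.5% in these data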;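 further: 0% = DMSO only and 100% = 100 µM cantharidin control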
PP1 inh – PP1-alpha phosphatase inhibitors, primary screen, counter-screen for PP5 inhibitor project, biochemical, fluorescence, OMFP substrate, single point; inhibition, % at 6.7 µM; purified PP1alpha; actives 0.9% (n = 320,000);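 active means inhibition above the mean inhibition of all tested compounds plus 3 SD, computed separately for each screening campaign, cut at about 15% in these data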
PAFAH2 FP inh – PAFAH2 enzyme inhibitors, primary screen, biochemical, fluorescence polarization, human; inhibition, % at 3.39 µM; actives 0.99% (n = 340,000); recombinant PAFAH2, FP-rhodamine activity probe; Platelet-activating factor acetylhydrolase 2, cytoplasmic (Homo sapiens), Q99487; AID 492956, 2010;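 active means inhibition above the mean over all tested compounds plus 3 SD, cut at about 30% in these data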;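 further: inhibitors block probe labeling of enzyme so polarization drops; 0% = enzyme with DMSO and 100% = wells lacking PAFAH2 protein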
Fh CTSL1 inh – Fasciola hepatica cathepsin L1 inhibitors, primary screen, counter-screen for PFM18AAP inhibitor project, biochemical, QFRET, fluorogenic peptide substrate. recombinant F. hepatica cathepsin L1, Z-Leu-Arg-MCA fluorescence. inhibition, % at 5.96 µM. actives 0.49% (n = 300,000);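 active means inhibition above the mean of all tested compounds plus 3 SD, set per screening campaign, cut at about 17% in these data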;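 further: 0% = plate median of test compound wells and 100% = 1 µM Z-Phe-Ala-diazomethylketone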
procasp3 activ – activators of human procaspase-3 D3A mutant, primary screen, biochemical, absorbance, PC-3 D3A mutant, single concentration; actives 0.11% (n = 330,000); AID 463141, 2010; activation, % at 8.5 µM; Caspase-3 (Homo sapiens), P42574; recombinant procaspase-3 D3A, Ac-DEVD-pNA absorbance 405 nm;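 active means activation above the mean of all tested compounds plus 3 SD, cut at about 21% in these data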;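 further: 0% = DMSO alone and 100% = DMSO wells spiked with extra 5 µM PC-3 D3A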
Target sequence (P42574 whole entry D9A/D28A/D175A): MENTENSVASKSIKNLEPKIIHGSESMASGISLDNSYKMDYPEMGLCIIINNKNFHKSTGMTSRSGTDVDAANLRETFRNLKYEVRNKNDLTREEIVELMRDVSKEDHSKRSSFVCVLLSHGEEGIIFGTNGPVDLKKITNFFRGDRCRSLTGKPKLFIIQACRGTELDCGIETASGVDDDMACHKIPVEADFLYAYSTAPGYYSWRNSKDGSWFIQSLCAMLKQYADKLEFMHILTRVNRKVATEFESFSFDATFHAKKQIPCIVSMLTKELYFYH
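assay system = Procaspase-3 D3A mutant | signal = absorbance at 405 nm, 0 and 120 min | times = 1 h preincubation plus 2 h reaction at 25 °C | repeats = single replicate | read-out = % activation between DMSO and enzyme-spiked controls | medium = Zinc-free HEPES saline buffer with Triton X-100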
AHR act – AHR activators, primary screen, cell-based, luminescence, luciferase reporter, human | actives 2.5% (n = 320,000) | AHR-responsive luciferase reporter cells | Aryl hydrocarbon receptor (Homo sapiens), P35869 | activation, % at 5 µM | AID 2796, 2010; in the data active means activation above about 47%;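 further: 0% = vehicle wells and 100% = reference agonist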
Target sequence (P35869 whole entry, looked up): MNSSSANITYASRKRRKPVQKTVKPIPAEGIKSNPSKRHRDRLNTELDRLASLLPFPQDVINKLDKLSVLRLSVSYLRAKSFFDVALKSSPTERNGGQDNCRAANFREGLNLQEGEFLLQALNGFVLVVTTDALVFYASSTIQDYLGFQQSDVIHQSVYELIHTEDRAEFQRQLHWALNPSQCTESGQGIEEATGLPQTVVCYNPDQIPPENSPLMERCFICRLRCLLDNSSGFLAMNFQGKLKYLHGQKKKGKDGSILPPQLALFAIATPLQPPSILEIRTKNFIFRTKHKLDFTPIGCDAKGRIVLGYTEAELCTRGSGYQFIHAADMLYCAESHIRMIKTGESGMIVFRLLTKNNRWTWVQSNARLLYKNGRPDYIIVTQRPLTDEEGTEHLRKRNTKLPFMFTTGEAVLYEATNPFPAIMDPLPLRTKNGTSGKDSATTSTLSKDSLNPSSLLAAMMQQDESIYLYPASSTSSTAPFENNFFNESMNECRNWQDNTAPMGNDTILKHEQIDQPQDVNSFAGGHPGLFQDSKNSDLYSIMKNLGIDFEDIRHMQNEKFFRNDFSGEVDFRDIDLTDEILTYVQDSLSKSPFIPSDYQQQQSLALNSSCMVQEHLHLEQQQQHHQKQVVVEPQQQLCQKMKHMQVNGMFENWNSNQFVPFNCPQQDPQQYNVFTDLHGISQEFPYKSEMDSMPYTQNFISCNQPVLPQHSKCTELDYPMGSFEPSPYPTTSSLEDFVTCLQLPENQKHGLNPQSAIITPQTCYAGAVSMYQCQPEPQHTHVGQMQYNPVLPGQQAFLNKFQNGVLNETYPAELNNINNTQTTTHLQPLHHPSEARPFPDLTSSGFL
HCV core dimer – inhibitors of HCV core protein dimerization, primary screen, biochemical, TR-FRET, high-throughput; inhibition, % at 5 µM; TR-FRET GST/Flag-core106 dimerization, 1536-well; actives 0.33% (n = 300,000); AID 1899, 2009;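 active means inhibition above the mean of all tested compounds plus 3 SD, set per screening campaign, cut at about 45% in these data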
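Test system: GST/Flag-tagged HCV core106 proteins; Medium: KF-containing HEPES buffer, pH 7.45, DTT, CHAPS, BSA; Times: compound-protein-antibody incubation 4 h at 22.5 °C; Detection: TR-FRET 671 and 617 nm emission; Benchmarks: wells lacking GST-core106 and wells with excess unlabelled core106.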
Numbers without * were called inactive.

Screening C=CCOC(=O)C1=C(C)NC(SCC(=O)Nc2nccs2)=C(C#N)C1c1ccc(Cl)cc1 (stereo not given) returned TPT1 inhibitor 3.1, procasp7 counter 2.1, PP5 inh 1.3, PP1 inh 22.6*, PAFAH2 FP inh -8.4, Fh CTSL1 inh 3.3, procasp3 activ -5.8, AHR act 5.7 and HCV core dimer 33.2.
For O=C1C2C3C=CC(C3)C2C(=O)N1CCC(=O)N1CCc2ccccc21 (stereo not given) the results were TPT1 inhibitor -0.6, procasp7 counter 10.0, PP5 inh 0.7, PP1 inh -2.1, PAFAH2 FP inh 4.7, Fh CTSL1 inh -1.8, procasp3 activ 4.1, AHR act 8.1 and HCV core dimer -5.5.
`COc1cc(NC(=O)c2cc3ccccc3o2)c(OC)cc1Br` gave TPT1 inhibitor -5.3, procasp7 counter 11.1, PP5 inh 1.1, PP1 inh -0.8, PAFAH2 FP inh -5.9, Fh CTSL1 inh 4.1, procasp3 activ -4.3, AHR act 43.7 and HCV core dimer 4.6.
Screening O=C(CCCOc1ccccc1)N1CCN(S(=O)(=O)c2ccc(Cl)cc2)CC1 returned TPT1 inhibitor 1.4, procasp7 counter -0.6, PP5 inh 1.8, PP1 inh -1.5, PAFAH2 FP inh 2.9, Fh CTSL1 inh -4.3, procasp3 activ 5.8, AHR act 4.5 and HCV core dimer -6.4.
For Cc1ccc(N2CC(C(=O)NCCC3=CCCCC3)CC2=O)cc1 (stereo not given) the results were TPT1 inhibitor 3.8, procasp7 counter -2.1, PP5 inh -2.0, PP1 inh -5.8, PAFAH2 FP inh -0.9, Fh CTSL1 inh -4.2, procasp3 activ -7.4, AHR act 7.0 and HCV core dimer -0.9.
Cn1c(N)c(C(=O)COC(=O)/C=C/c2ccc(F)cc2)c(=O)n(C)c1=O was read as procasp7 counter -2.1, PP5 inh 0.9, PP1 inh -4.8, PAFAH2 FP inh 5.8, procasp3 activ -2.8 and AHR act -0.3.
`O=C(O)c1cc(-c2ccccc2)c(N2CCOCC2)s1` gave TPT1 inhibitor -0.6, procasp7 counter -16.7, PP5 inh -5.5, PP1 inh 7.8, PAFAH2 FP inh -3.5, Fh CTSL1 inh -1.1, procasp3 activ -18.3, AHR act 5.8 and HCV core dimer -4.1.
For Cc1ccc(C(=O)Nc2ccc3c(c2)ncn3C)cc1 the results were TPT1 inhibitor -7.4, procasp7 counter 0.2, PP5 inh 0.6, PP1 inh -6.5, PAFAH2 FP inh 6.0, Fh CTSL1 inh -1.8, procasp3 activ 7.0, AHR act 3.6 and HCV core dimer -4.3.
`COc1cc(OC)c(C(=O)OC(C)C(=O)Nc2cc(C(F)(F)F)ccc2Cl)cc1OC` (stereo not given) gave TPT1 inhibitor -2.7, procasp7 counter -4.1, PP5 inh -5.0, PP1 inh -6.7, PAFAH2 FP inh -1.3, Fh CTSL1 inh -2.8, procasp3 activ 6.3, AHR act 5.5 and HCV core dimer -11.7.
`CC1CCCC(NC(=O)NC(=O)COC(=O)c2ccc(O)cc2O)C1C` (stereo not given) gave procasp7 counter 4.7, PP5 inh 5.8, PP1 inh -2.4, PAFAH2 FP inh 2.8, procasp3 activ -0.3 and AHR act -0.6.
Screening COc1ccc(CCNC(=O)Nc2ccccc2[N+](=O)[O-])cc1 returned TPT1 inhibitor 1.1, procasp7 counter 1.1, PP5 inh 2.1, PP1 inh -3.3, Fh CTSL1 inh 1.1, procasp3 activ -4.3, AHR act 38.7 and HCV core dimer 3.2.
`CN1CCN(C(=O)N(c2ccccc2)c2ccccc2)CC1` gave TPT1 inhibitor 1.2, procasp7 counter 4.5, PP5 inh -2.1, PP1 inh -2.8, PAFAH2 FP inh 3.4, Fh CTSL1 inh -2.2, procasp3 activ 1.8, AHR act -1.3 and HCV core dimer -1.1.
CC(=O)NCCc1ccc(C(=O)CSc2nnc(C3CC3)n2C2CC2)cc1 was read as procasp7 counter 3.0, PP5 inh -1.5, PP1 inh -3.5, PAFAH2 FP inh 1.8, procasp3 activ 2.6 and AHR act 1.6.
`CC(=O)OC[C@H]1O[C@@H](Sc2cccc3cccnc23)[C@H](OC(C)=O)[C@@H](OC(C)=O)[C@@H]1OC(C)=O` gave TPT1 inhibitor -3.1, procasp7 counter 7.4, PP5 inh -1.8, PP1 inh -3.2, PAFAH2 FP inh -2.6, Fh CTSL1 inh 2.7, procasp3 activ -9.5, AHR act -1.3 and HCV core dimer 1.2.
CCOC(=O)C(=O)Nc1ccc(S(=O)(=O)Nc2nccs2)cc1 was read as TPT1 inhibitor -0.3, procasp7 counter 12.9, PP5 inh 1.5, PP1 inh 1.8, PAFAH2 FP inh 3.4, Fh CTSL1 inh -3.0, procasp3 activ -0.8, AHR act -2.1 and HCV core dimer -4.1.
Screening COC(=O)c1cc(NC(=O)C2CC2)cc(C(=O)OC)c1 returned TPT1 inhibitor -4.5, procasp7 counter 2.2, PP5 inh 0.6, PP1 inh 1.1, PAFAH2 FP inh -0.6, Fh CTSL1 inh -1.8, procasp3 activ 1.2, AHR act 3.2 and HCV core dimer -0.8.
For CCCC(=O)N(CCc1ccccc1)Cc1nc2ccccc2c(=O)[nH]1 the results were TPT1 inhibitor 1.4, procasp7 counter -3.7, PP5 inh -1.6, PP1 inh -0.3, PAFAH2 FP inh 0.1, Fh CTSL1 inh 3.6, procasp3 activ 3.1, AHR act 3.9 and HCV core dimer 4.1.
Screening CC(=O)N1CCN(C(=O)c2cccc(NS(=O)(=O)c3ccc(Br)cc3)c2)CC1 returned TPT1 inhibitor -1.5, procasp7 counter 4.5, PP5 inh 1.6, PP1 inh -1.8, PAFAH2 FP inh 4.6, Fh CTSL1 inh -0.9, procasp3 activ -0.6, AHR act -0.1 and HCV core dimer -3.5.
Screening COc1ccc(CN2CCNC(=O)C2CC(=O)NCCCn2nnc3ccccc32)cc1C (stereo not given) returned TPT1 inhibitor -3.8, procasp7 counter 4.5, PP5 inh -0.5, PP1 inh -1.0, PAFAH2 FP inh -3.7, Fh CTSL1 inh -1.4, procasp3 activ 0.2, AHR act -1.7 and HCV core dimer 1.9.
Screening CCOc1ccc2nc(NC(=O)C3CSC4(C)CCC(=O)N34)sc2c1 (stereo not given) returned procasp7 counter 10.8, PP5 inh 0.9, PP1 inh -1.7, PAFAH2 FP inh -14.1, procasp3 activ -0.6 and AHR act 4.4.
`Cn1nnc(NC(=O)c2cccs2)n1` gave TPT1 inhibitor -0.4, procasp7 counter 15.7, PP5 inh -1.7, PP1 inh -4.7, PAFAH2 FP inh 0.9, Fh CTSL1 inh -7.4, procasp3 activ 1.0, AHR act 1.9 and HCV core dimer -7.9.
Screening O=C(COC(=O)CCCC1=NS(=O)(=O)c2ccccc2N1)Nc1ccccc1 returned TPT1 inhibitor -3.1, procasp7 counter -6.8, PP5 inh -0.7, PP1 inh 0.9, PAFAH2 FP inh 2.7, Fh CTSL1 inh -1.2, procasp3 activ -4.9, AHR act 1.4 and HCV core dimer -8.8.
For CC(=O)N1CCN(C(=O)CCc2c[nH]c3ccccc23)CC1 the results were TPT1 inhibitor -4.3, procasp7 counter -20.2, PP5 inh -1.8, PP1 inh -4.7, PAFAH2 FP inh 3.1, Fh CTSL1 inh 0.9, procasp3 activ -7.0, AHR act -5.9 and HCV core dimer -0.3.
Screening Cc1cc(=O)[nH]c(SCC(=O)c2ccc(C)c(C)c2)n1 returned TPT1 inhibitor -1.9, procasp7 counter 1.3, PP5 inh 1.9, PP1 inh -4.3, PAFAH2 FP inh 5.1, Fh CTSL1 inh -1.9, procasp3 activ -1.0, AHR act 5.5 and HCV core dimer 5.0.
For CC(=O)ON1C(C)(C)Cc2noc(N)c2C1(C)C the results were TPT1 inhibitor -0.6, procasp7 counter -5.4, PP5 inh -2.5, PP1 inh 1.7, PAFAH2 FP inh 6.8, Fh CTSL1 inh -2.7, procasp3 activ 5.1, AHR act -2.9 and HCV core dimer -1.0.
`Brc1ccc2nc(-c3c[nH]c4ccccc34)cn2c1` gave TPT1 inhibitor 3.3, procasp7 counter 1.4, PP5 inh 3.1, PP1 inh -4.0, PAFAH2 FP inh 0.5, Fh CTSL1 inh 4.2, procasp3 activ 4.2, AHR act 44.6 and HCV core dimer 45.1.
Cc1nc(N)sc1C(=O)N/N=C/c1cccnc1 was read as TPT1 inhibitor 3.5, procasp7 counter -0.2, PP5 inh 2.4, PP1 inh -0.5, PAFAH2 FP inh 8.0, Fh CTSL1 inh -1.5, procasp3 activ -3.3, AHR act 14.3 and HCV core dimer 2.3.
For N#C/C(=C\c1cc2c(cc1Br)OCO2)c1ccc(C(=O)O)cc1 the results were TPT1 inhibitor -7.7, procasp7 counter -3.9, PP5 inh -1.9, PP1 inh 2.2, PAFAH2 FP inh 5.5, Fh CTSL1 inh 5.9, procasp3 activ -3.9, AHR act 2.9 and HCV core dimer 2.2.
CCOC(=O)c1oc2ccccc2c1CN1CC(C)OC(C)C1 (stereo not given) was read as TPT1 inhibitor 3.1, procasp7 counter 6.9, PP5 inh 1.1, PP1 inh -2.2, PAFAH2 FP inh -9.6, Fh CTSL1 inh 1.0, procasp3 activ 2.0, AHR act 0.9 and HCV core dimer -2.0.
N=c1ncn(Cc2ccccc2)c2nc(SCCOc3ccccc3)[nH]c12 was read as TPT1 inhibitor -0.1, procasp7 counter 4.1, PP5 inh 3.0, PP1 inh 4.8, PAFAH2 FP inh 1.1, Fh CTSL1 inh -2.1, procasp3 activ 1.6, AHR act 3.8 and HCV core dimer -6.0.
For Cc1cc(C)cc(NC(=O)c2cc(Cl)sc2Cl)c1 the results were TPT1 inhibitor 0.3, procasp7 counter -0.3, PP5 inh 3.1, PP1 inh 1.2, PAFAH2 FP inh -4.3, Fh CTSL1 inh 1.4, procasp3 activ -1.3, AHR act 1.2 and HCV core dimer -3.0.

Fetched by structure from the list above (2):
CCOC(=O)c1oc2ccccc2c1CN1CC(C)OC(C)C1 (stereo not given) was read as TPT1 inhibitor 3.1, procasp7 counter 6.9, PP5 inh 1.1, PP1 inh -2.2, PAFAH2 FP inh -9.6, Fh CTSL1 inh 1.0, procasp3 activ 2.0, AHR act 0.9 and HCV core dimer -2.0.
For N#C/C(=C\c1cc2c(cc1Br)OCO2)c1ccc(C(=O)O)cc1 the results were TPT1 inhibitor -7.7, procasp7 counter -3.9, PP5 inh -1.9, PP1 inh 2.2, PAFAH2 FP inh 5.5, Fh CTSL1 inh 5.9, procasp3 activ -3.9, AHR act 2.9 and HCV core dimer 2.2.
